MBNL1 CUG block: qHTS Assay for Inhibitors of MBNL1-poly(CUG) RNA binding | Muscleblind-like protein 1 (Homo sapiens), Q9NR56 | TR-FRET MBNL1-His/biotin-(CUG)12 binding, 665/545 ratio | Potency, µM (doses to about 57.5 µM), without a hit: at the top dose activity change, negative = inhibition, most hits filed as inhibitors | actives 0.036% (n = 280,000) | AID 2675, 2010; active = well fitted inhibition curve with a large enough effect in the signal ratio, with a control signal flat, not every such curve was filed as active; inconclusive = small, poorly fitted or top-dose-only effect, or effect the other way, or a change in a side signal; inactive = no such curve, though single readings can be large or run the other way; the % refers to the signal ratio; also: potency is read from the fitted curve at half-maximal effect; % is scaled to controls: 0 for no effect and ±100 for the full control effect
Target sequence (Q9NR56 whole entry, looked up): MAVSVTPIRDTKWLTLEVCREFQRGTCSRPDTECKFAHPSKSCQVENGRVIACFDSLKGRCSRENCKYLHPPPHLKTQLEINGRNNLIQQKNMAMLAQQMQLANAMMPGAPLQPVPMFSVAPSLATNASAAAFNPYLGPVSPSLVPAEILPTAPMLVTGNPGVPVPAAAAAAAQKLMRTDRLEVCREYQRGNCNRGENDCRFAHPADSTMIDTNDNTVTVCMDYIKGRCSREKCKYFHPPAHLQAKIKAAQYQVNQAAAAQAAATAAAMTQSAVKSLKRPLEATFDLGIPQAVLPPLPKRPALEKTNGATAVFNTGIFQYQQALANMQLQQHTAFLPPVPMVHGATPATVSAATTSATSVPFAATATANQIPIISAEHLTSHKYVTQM
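Compounds (final 92 nM to 58 uM) are added to His-tagged MBNL1 and biotin-(CUG)12, then terbium anti-His antibody and streptavidin-XL665 (5 nM final). After 60 min at room temperature, the 665/545 nm ratio is read.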
A-T KAP1 phos: qHTS Assay for Identifying a Potential Treatment of Ataxia-Telangiectasia; Potency, µM (highest dose often 57.5 µM), inactives show top-dose activation, most hits filed as activators; […] A-T fibroblasts, KAP-1 phosphorylation AlphaLISA; neocarzinostatin DNA damage 30 min before lysis; AID 485349, 2010; actives 0.19% (n = 320,000); also: potency is read from the fitted curve at half-maximal effect; % of control where 0% means no effect; nearly all actives have a fitted effect of over 45% in size
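hTERT-immortalized A-T patient fibroblasts ([…]), 500 cells/well in OPTI-MEM, 1% FBS, got compounds for 60 min, then NCS for 30 min at 37C. Lysates were then assayed for phospho-KAP-1 by AlphaLISA (anti-pKAP1 donor, anti-KAP1 acceptor beads), 6 hr at 25C.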
KCNH2 WT inh: qHTS for Inhibitors of KCHN2 3.1: Wildtype qHTS. U2OS, BacMam KCNH2, thallium flux FluxOr; active compounds read low. activity change, % at 1.84 µM. actives 0.37% (n = 340,000). AID 720551, 2013;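 active = maximum activity change below -70%; inconclusive = maximum activity change between -70% and -50%; inactive = maximum activity change above -50%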; also: % is scaled to controls: 0 for no effect and ±100 for the full control effect
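U2OS cells transduced with wild-type KCNH2 virus are loaded with FluxOr dye for 45 min, and thallium flux is measured in kinetic reads before and after stimulation buffer. Rate constants are normalized to DMSO controls.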
ASM inhibitor: Inhibitors of Secretory Acid Sphingomyelinase (S-ASM): qHTS; Sphingomyelin phosphodiesterase (Homo sapiens), P17405; placental ASM, HMU-PC fluorogenic substrate, 60 min; actives 0.006% (n = 340,000); Potency, µM (series often up to 57.5 µM), for the others: top-dose activity change, negative = inhibition, usual class: inhibitors; AID 504937, 2011; also: potency is read from the fitted curve at half-maximal effect
Target sequence (P17405 47-631 limits assumed): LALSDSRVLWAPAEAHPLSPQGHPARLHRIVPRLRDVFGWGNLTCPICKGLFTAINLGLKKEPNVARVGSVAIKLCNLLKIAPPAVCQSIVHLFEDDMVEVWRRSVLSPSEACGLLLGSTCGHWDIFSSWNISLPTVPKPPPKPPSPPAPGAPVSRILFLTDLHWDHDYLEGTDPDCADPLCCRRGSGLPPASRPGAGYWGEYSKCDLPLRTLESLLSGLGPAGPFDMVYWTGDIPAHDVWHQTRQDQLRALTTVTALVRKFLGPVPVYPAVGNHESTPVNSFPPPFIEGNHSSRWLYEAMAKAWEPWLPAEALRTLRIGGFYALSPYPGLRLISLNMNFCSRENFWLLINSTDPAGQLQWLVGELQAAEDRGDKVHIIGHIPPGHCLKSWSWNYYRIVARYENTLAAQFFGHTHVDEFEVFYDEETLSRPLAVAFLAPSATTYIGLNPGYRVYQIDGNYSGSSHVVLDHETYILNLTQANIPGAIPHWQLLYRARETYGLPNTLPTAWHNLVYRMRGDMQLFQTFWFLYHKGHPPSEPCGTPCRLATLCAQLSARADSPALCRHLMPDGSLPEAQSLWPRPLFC
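Steps: dispense placental human ASM, pin compound, wait 10 min at room temperature, add HMU-PC0 substrate at 9 uM final, incubate 60 min at 37 °C, add stop solution raising pH to 10, read fluorescence.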
a7 integrin act: qHTS for Activators of Integrin-Mediated Alleviation for Muscular Dystrophy | alpha7betagal myoblasts, beta-gal FDG fluorescence, 48 h | Potency, µM (highest dose often 38.3 µM), for inactives: at the top dose activation, actives largely listed as activators | actives 0.064% (n = 350,000) | AID 624291, 2012;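 also: potency is read from the fitted curve at half-maximal effect; 100% = response of the positive control SU9516; nearly all actives have a fitted effect of over 60% in size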
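alpha7betagal+/- myoblasts (passage 13, 250/well) treated 48 h at 37C with compounds at 1:260 dilution of DMSO stock. Lysed, then beta-galactosidase activity read as FDG fluorescence (ex 480/em 540) after 30 min, with pre-read for autofluorescence.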
KCNH2 3.1 inh: qHTS for Inhibitors of KCHN2 3.1: Mutant qHTS; Potassium voltage-gated channel subfamily H member 2, brain isoform KCNH2 3.1 (human); U2OS KCNH2 3.1, thallium flux FluxOr; active compounds read low; activity change, % (tested at about 1.8 µM); actives 0.95% (n = 340,000); AID 720553, 2013;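 active = maximum activity change below -70%; inconclusive = maximum activity change from -70% to -50%; inactive = maximum activity change above -50%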;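 also: thallium influx rate constant from kinetic fluorescence after stimulation buffer; % is scaled to controls: 0 for no effect and ±100 for the full control effect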
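Normalized rate constant (relative to positive and negative DMSO controls) derived from a 2 min kinetic fluorescence read after stimulation; U2OS cells expressing the 3.1 isoform via virus at 1.77 x 10^8 /mL.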
FBPA coupling cs: qHTS Assay for Inhibitors of Fructose-1,6-bisphosphate Aldolase from Giardia Lamblia: Coupling assay counterscreen | coupling enzyme system counterscreen, AmpLite Red fluorescence | activity change, negative = inhibition, % at 58.2 µM, hits read low | actives 0.67% (n = 290,000) | AID 2472, 2010; in the data active = activity change below about -30%; also: % is scaled to controls: 0 for no effect and ±100 for the full control effect
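Coupling enzymes only (glyceraldehyde-3-phosphate) + compound, at 57.5 uM final, 10 min RT; add substrate/coupling/AmpLite Red mix, 20 min RT; fluorescence ex 525/em 598 nm. Actives flag coupling-system interference.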
CXXC DNA block: qHTS Fluorescence Polarization Assay for Inhibitors of MLL CXXC domain - DNA interaction; Histone-lysine N-methyltransferase 2A (Homo sapiens), Q03164; MLL-CXXC / FITC-HOXA9 DNA fluorescence polarization; Potency, µM (titrated, usually from 115 µM), for the others: top-dose activity change, negative = inhibition, hits mostly inhibitors; actives 0.037% (n = 290,000); AID 2662, 2010; active = well fitted inhibition curve with a large enough effect in the polarisation, with a control signal flat, not every such curve was filed as active; inconclusive = small, poorly fitted or top-dose-only effect, or effect the other way, or a change in a side signal; inactive = no such curve, though single readings can be large or run the other way; the % refers to the polarisation; also: potency is read from the fitted curve at half-maximal effect
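Purified MLL-CXXC (added from a 7 uM solution) was preincubated 5 min at ambient with pinned compounds in 50 mM Tris-HCl pH 7.5, 50 mM NaCl, 1 mM DTT, 0.05% BSA. Fluorescein-labeled HOX-A9 DNA (50 nM solution) followed, 30 min, then polarization read.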
TRPV1 agonist: HTS Assay for Compounds that Act as Agonists of the Vanilloid Receptor 1; TRPV1-expressing cells, Fluo-8 calcium influx, agonist mode; actives 0.19% (n = 320,000); activation, % at 8.33 µM; Transient receptor potential cation channel subfamily V member 1 (Homo sapiens), Q8NER1; in the data active = activation above about 80%; inconclusive = between about 30% and that limit; also: 0% is about no effect
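Fluo-8 calcium influx in TRPV1-expressing cells, kinetic read (ex 480/em 520 nm). Compound added and read 3 min for agonist activity, followed by capsaicin at EC20 final and 2 min further read for enhancement.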
GALK inhibitor: qHTS Assay for Inhibitors of Human Galactokinase (GALK); Potency, µM (highest dose often 57.5 µM), without a hit: at the top dose activity change, negative = inhibition, actives largely listed as inhibitors; Purified GALK, Kinase-Glo residual ATP luminescence; P51570; actives 0.007% (n = 270,000); also: potency is read from the fitted curve at half-maximal effect; % is scaled to controls: 0 for no effect and ±100 for the full control effect
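GALK at 5 nM final was combined with compound, 35 uM ATP and 100 uM galactose in HEPES pH8.0 with MgCl2 and DTT. The reaction ran one hour at room temperature before luminescent ATP detection.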
An asterisk follows results filed as active; i = inactive; ? = inconclusive; / = not tested or not shown; [ ] = remark or other dose. Unless noted, calls follow the shape of the dose curve; as a rule, active = well fitted curve in the direction sought with a large enough effect; inconclusive = small, poorly fitted or top-dose-only effect, or another doubt; inactive = no such curve, though single readings can be large; an effect the other way counts as inactive or inconclusive.

SMILES	MBNL1 CUG block	A-T KAP1 phos	KCNH2 WT inh	ASM inhibitor	a7 integrin act	KCNH2 3.1 inh	FBPA coupling cs	CXXC DNA block	TRPV1 agonist	GALK inhibitor
CCC(Oc1ccccc1OC)C(=O)N1CC(=O)Nc2ccccc21 (stereo not drawn)	-5.2%	-4.4%	5.1	?	16.2%	-0.3	0.1	2.3%	1.4	5.3%
CCOc1ccc(C(=O)COC(=O)c2nc3nccc(C)n3n2)cc1	/	7.4%	-15.7	-1.5%	-20.2%	3.7	/	/	1.0	/
CC(C)c1ccc(/C=C2\SC(=O)N(CC(=O)NC3CCS(=O)(=O)C3)C2=O)cc1 (stereo not drawn)	?	8.1%	1.4	-13.0%	-4.6%	23.5	/	5.8%	?	-4.2%
COc1ccc(Cl)cc1NC(=S)N(Cc1cccnc1)Cc1ccco1	1.1%	0.2%	-20.1	2.5%	-4.3%	-2.7	0.1	3.1%	1.2	-1.6%
O=C(Nc1ccc(S(=O)(=O)N2CCOCC2)cc1)C1CCCCC1	-2.3%	2.1%	0.8	2.7%	14.6%	-9.7	3.1	0.4%	4.4	1.3%
CCOc1ccc(NS(=O)(=O)c2cc(C(=O)NCCCN3CCCC3=O)ccc2C)cc1	/	-8.5%	-29.9	-2.0%	-17.2%	-18.9	/	/	-0.4	/
CC1(C)Cc2c(c(-c3ccco3)nc3sc4c(NCC5CCCO5)ncnc4c23)CO1 (stereo not drawn)	-5.6%	-8.1%	-1.1	118.2%[activator]	10.1%	4.9	0.1	21.7%	-4.4	2.4%
CCn1cc(C(=O)Nc2ccccc2C(=O)OC)cn1	/	/	-1.0	1.5%	41.1%	-5.0	/	/	/	/
Cc1noc(C)c1C(=O)Nc1cc(S(=O)(=O)N2CCCCC2)ccc1N(C)C	/	-3.3%	-12.3	0.6%	-7.4%	1.4	/	/	18.6	/
Cc1ccc(CCN2CC(C(=O)NCCCN3CCC(C)CC3)CC2=O)cc1 (stereo not drawn)	-2.2%	-5.8%	7.7	1.0%	?	-5.9	0.3	-15.5%	4.6	7.4%
COc1ccccc1OCCSc1nnnn1-c1ccc(C)cc1	-2.5%	12.6%	3.5	-0.1%	0.0%	-19.3	-2.0	-2.1%	10.6	0.1%
Cc1cc(NC(=O)CN2C(=O)CCSc3ccccc32)no1	-15.2%	1.7%	-23.0	5.4%	-2.8%	-0.2	-0.5	4.9%	3.3	-2.8%
O=[N+]([O-])c1ccc(N2CCN(Cc3cccc([N+](=O)[O-])c3)CC2)cc1	?	-1.3%	23.3	-9.6%	9.4%	?	2.5	1.0%	3.2	-4.3%
COCCn1c(SCC(=O)N2CCCCCC2)nc2c(c1=O)SCC2	?	-13.2%	6.2	1.1%	19.9%	3.6	/	10.1%	4.8	6.2%
CN1CCCC(OC(=O)COc2ccc(Br)cc2)C1 (stereo not drawn)	-3.1%	-2.0%	6.3	3.1%	2.9%	2.6	0.4	1.1%	3.1	-0.3%
Cc1cccc(C)c1NS(=O)(=O)c1ccc(OCCNS(C)(=O)=O)cc1	2.5%	-1.3%	7.5	0.1%	-3.5%	4.6	0.4	-0.6%	3.1	-3.6%
O=C(NCCC(c1ccccc1)c1ccccc1)c1ccc(Br)o1	0.1%	2.6%	-16.6	-3.5%	-26.0%	-12.6	-3.7	4.2%	?	-2.3%
C/C(=C\c1ccccc1)CN(C)CCN(C)C	-11.0%	0.0%	/	/	/	/	2.8	10.0%	-4.3	0.0%
Cc1ccccc1OCCn1cc(C=O)c2ccccc21	-12.6%	-2.5%	-29.0	-2.5%	-21.5%	-3.6	-6.7	-2.7%	3.2	-6.4%
O=C(N/N=C/c1ccccn1)c1cccnc1	/	2.6%	11.2	3.9%	22.3%	-30.3	-16.0	-18.7%	/	-2.7%
COc1cc(/C=c2\s/c(=C(/C#N)C(=O)N3CCCC3)n(-c3ccccc3)c2=O)ccc1O	13.1%	2.1%	3.5	-4.9%	-20.5%	-0.5	-0.3	?	29.4	3.2%
CCCCC(=O)Nc1ccc(C(=O)NCCN2CCOCC2)cc1	1.5%	3.2%	-7.3	4.2%	-14.6%	8.5	3.6	-3.9%	-2.6	2.4%
CCOc1ccc(CN2CCN(C/C=C/c3ccc(OC)cc3)CC2CCO)cc1 (stereo not drawn)	4.0%	1.5%[11.5 µM]	-15.3	1.3%	2.1%	-88.3*	1.2	0.4%	3.3	2.4%
Cc1ccc(-c2nnn(CC(=O)Nc3nnc(C(C)C)s3)n2)cc1	-6.0%	-1.0%	-2.4	-3.7%	-1.1%	0.2	10.9	11.9%	-2.8	11.1%
C=C(C)C(=O)N1CC2(CC(c3cccc(NC(=O)CC(c4ccccc4)c4ccccc4)c3)=NO2)C[C@H]1C(N)=O (stereo partly drawn)	7.0%	35.5%	10.6	-15.4%	1.5%	15.0	-13.8	2.6%	4.9	-2.4%
CCc1ccc2[nH]c(=O)c(CN(CCN3CCCC3)C(=O)NC3CCCCC3)cc2c1	-15.6%	-2.4%	3.9	3.4%	-44.9%	-11.5	1.8	18.9%	2.8	1.0%
O=C(NN1C(=O)C2C3C=CC(C3)[C@H]2C1=O)c1cccnc1 (stereo partly drawn)	-7.0%	-9.2%	-1.0	2.2%	16.2%	0.4	3.5	-4.7%	-3.6	-0.1%
Nc1cc(Cl)ccc1C(=O)OCC(=O)NCc1cccs1	/	14.8%	6.8	65.4%[activator]	-18.7%	3.5	/	/	/	/
O=C(C[C@H]1C[C@H](C(=O)N2CCOCC2)[C@@]2(CCC3CCCC3)c3[nH]c4cc(-c5ccco5)ccc4c3CCN2C1=O)NCCCn1ccnc1	/	3.1%	15.0	-1.2%	5.7%	-9.2	/	/	/	/
CC1CCN(S(=O)(=O)c2ccccc2)CC1	-3.0%	4.5%	6.1	3.6%	-3.4%	7.1	-0.3	-5.1%	5.3	-1.4%
CCCCCCCCOc1ccc(C2OC34CCCCC3C(C#N)(C#N)C2(C#N)C(=N)O4)cc1 (stereo not drawn)	?	-2.3%	-12.2	i	-6.2%	-2.6	-6.4	?	1.5	0.4%
COc1cc(C(=O)NNC(=O)C2CCCC2)cc(OC)c1OC	-8.1%	-0.9%	-1.0	0.1%	?	3.7	0.5	-9.0%	9.3	15.6%
Nc1ccnn1Cc1ccncc1	-7.3%	-5.6%	/	-1.8%	0.0%	2.0	2.7	-1.5%	-1.5	5.3%
CS(=O)(=O)c1ccc(C(=O)NNC(=O)c2ccccc2-n2cccc2)cc1	/	-4.3%	-7.8	0.8%	10.5%	-1.5	/	/	1.0	/
CS(=O)(=O)N1CCN(c2ccccc2NC(=O)c2ccco2)CC1	-6.5%	12.3%	17.8	0.0%	8.9%	-13.7	0.8	-12.2%	0.7	-2.2%
Cc1ccc(C(=O)Cn2c(=N)n(N)c3ccccc32)cc1	-2.6%	4.6%	6.9	-2.3%	3.1%	-9.2	-5.1	13.8%	5.9	0.0%
CCC(OC(=O)c1ccco1)C(=O)NCc1ccc2c(c1)OCO2 (stereo not drawn)	-2.5%	2.2%	5.3	5.4%	12.8%	-16.2	-0.9	-2.5%	0.6	-1.8%

Shown bar-delimited: three of the compounds above.
molecule | MBNL1 CUG block | A-T KAP1 phos | KCNH2 WT inh | ASM inhibitor | a7 integrin act | KCNH2 3.1 inh | FBPA coupling cs | CXXC DNA block | TRPV1 agonist | GALK inhibitor
Cc1cc(NC(=O)CN2C(=O)CCSc3ccccc32)no1 | -15.2% | 1.7% | -23.0 | 5.4% | -2.8% | -0.2 | -0.5 | 4.9% | 3.3 | -2.8%
Cc1ccc(C(=O)Cn2c(=N)n(N)c3ccccc32)cc1 | -2.6% | 4.6% | 6.9 | -2.3% | 3.1% | -9.2 | -5.1 | 13.8% | 5.9 | 0.0%
CC1CCN(S(=O)(=O)c2ccccc2)CC1 | -3.0% | 4.5% | 6.1 | 3.6% | -3.4% | 7.1 | -0.3 | -5.1% | 5.3 | -1.4%
